HADH2 inh: qHTS Assay for Inhibitors of HADH2 (Hydroxyacyl-Coenzyme A Dehydrogenase, Type II); 3-hydroxyacyl-CoA dehydrogenase type-2 (Homo sapiens), Q99714; recombinant HADH2, NADH fluorescence, beta-hydroxybutyryl-CoA; Potency, µM (doses to about 57.1 µM), for the others: top-dose activity change, negative = inhibition, usual class: inhibitors; actives 3.4% (n = 73,000); further: nearly all actives have a fitted effect of over 60% in size; many of its hits are not listed in these tables
Target sequence (Q99714 whole entry, looked up, one chain of several): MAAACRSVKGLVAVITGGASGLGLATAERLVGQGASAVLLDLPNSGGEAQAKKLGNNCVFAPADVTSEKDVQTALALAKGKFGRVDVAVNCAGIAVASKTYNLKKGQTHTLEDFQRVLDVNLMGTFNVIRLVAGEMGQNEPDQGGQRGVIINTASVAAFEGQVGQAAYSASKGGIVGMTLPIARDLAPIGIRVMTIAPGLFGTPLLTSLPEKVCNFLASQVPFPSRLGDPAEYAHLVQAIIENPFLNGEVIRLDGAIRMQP
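His-tagged recombinant enzyme from E. coli, 20 nM, preincubated 15 min RT with compound; reaction started with 1 mM NAD+ and 90 uM beta-hydroxybutyryl-CoA in 100 mM Tris-HCl pH 9.0. NADH fluorescence (ex 360/em 450) read over 4 min; last-minus-first difference.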
15-hLO inh: qHTS Assay for Inhibitors of 15-hLO (15-human lipoxygenase) | purified 15hLO-1, xylenol orange hydroperoxide absorbance | Potency, µM (doses to about 57.1 µM), without a hit: top-dose activity change, negative = inhibition, usual class: inhibitors | actives 1.4% (n = 74,000) | AID 887, 2007 | Polyunsaturated fatty acid lipoxygenase ALOX15 (Homo sapiens), P16050; further: nearly all actives have a fitted effect of over 55% in size
Target sequence (P16050 whole entry, looked up): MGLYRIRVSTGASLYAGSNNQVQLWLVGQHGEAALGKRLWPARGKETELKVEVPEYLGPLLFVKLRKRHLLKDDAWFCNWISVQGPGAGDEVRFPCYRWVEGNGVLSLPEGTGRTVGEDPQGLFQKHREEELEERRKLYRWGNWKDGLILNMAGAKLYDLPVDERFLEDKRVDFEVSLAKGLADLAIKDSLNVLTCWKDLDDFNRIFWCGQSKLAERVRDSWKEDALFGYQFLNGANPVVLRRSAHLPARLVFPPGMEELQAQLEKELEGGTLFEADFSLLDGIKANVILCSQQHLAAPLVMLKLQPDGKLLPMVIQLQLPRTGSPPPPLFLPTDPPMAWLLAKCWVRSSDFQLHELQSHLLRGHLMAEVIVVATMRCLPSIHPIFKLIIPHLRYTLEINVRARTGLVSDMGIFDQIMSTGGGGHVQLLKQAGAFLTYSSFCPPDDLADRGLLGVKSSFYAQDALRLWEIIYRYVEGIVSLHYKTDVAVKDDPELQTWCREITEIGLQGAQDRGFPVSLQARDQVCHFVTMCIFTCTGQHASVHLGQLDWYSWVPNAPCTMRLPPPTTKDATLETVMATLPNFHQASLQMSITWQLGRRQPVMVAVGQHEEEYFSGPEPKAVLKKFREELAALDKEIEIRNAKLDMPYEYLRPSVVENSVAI
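Purified human 15hLO-1 (40 nM final) in 25 mM Hepes pH 7.5, 0.01% Triton X-100 was preincubated with compound 15 min at room temperature, then reacted 6 min with 50 uM arachidonic acid; hydroperoxide detected by Fe-XO, 573/405 nm absorbance ratio.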
Numbers without * were called inactive; ? = inconclusive; [ ] = remark or other dose. The call rests on the fitted dose curve; in most records, active means well fitted inhibition curve with a large enough effect; inconclusive means small, poorly fitted or top-dose-only effect; inactive means no such curve, though single readings can be large or run the other way. On the % scale 0 is the no-effect control and ±100 the full control effect; potency means the concentration at half of the fitted maximal effect.

SMILES	HADH2 inh	15-hLO inh
O=C(Nc1ccc(Cl)cc1)N1CCN(c2ccc3nnc(-c4ccc(F)cc4)n3n2)CC1	-28%	-26%
CN(C)C1CCN(C(=O)c2ccc(-n3c(=O)c(=O)[nH]c4ccccc43)cc2)C1 (centres undefined)	-10%	-6%
CCOC(=O)c1cn(-c2ccccc2)nc1-c1cccnc1	7%	-3%
CCOC(=O)c1cccc(NC(=O)c2ccco2)c1	-2%	8%
O=S1(=O)CC(O)C(Nc2ccccc2Cl)C1 (centres undefined)	10%	-1%
CCOC(=O)C1CCN(Cc2ccc(OC)cc2OC)CC1	5%	-12%
COc1ccc(NCc2ccc(OC)c(OC)c2)cc1	5%	-2%
Cc1cc(C(=O)N2CCN(S(C)(=O)=O)CC2)sc1-c1ccccc1	-3%	0%
O=C(CC1c2ccccc2Oc2ccccc21)NCc1ccco1	-3%	-24%
O=C(OCCN1C(=O)c2ccccc2C1=O)c1cc2ccccc2o1	2%	-15%
CCOC(=O)c1[nH]c2cc(OC)c(OC)cc2c1NC(=O)c1nonc1C	12%	-3%
CC1CC(=O)N(CC(=O)N2CCCC2)c2ccccc2S1 (centres undefined)	4%	7%
CCOC(=O)N1CCN(C(=O)CN(c2ccccc2OC)S(=O)(=O)c2ccc(C)cc2)CC1	-3%	1%
N#Cc1nc(-c2cccs2)oc1NCc1ccc(Cl)cc1	?	-21%
Cn1c(=O)n(C)c2cc(S(=O)(=O)O)ccc21	-7%	-14%
O=C(O)CCCNc1ccc(S(=O)(=O)Nc2ccccc2C(=O)O)cc1C(=O)O	-20%	0%
CCOC(=O)CNC(=O)CN1C(=O)CCSc2ccccc21	0%	5%
COc1ccc(-n2nnc3c(SCC(=O)N4CCN(c5ccccc5)CC4)ncnc32)cc1	11%	0%
O=C(CCn1cccc1)NCc1ccc2c(c1)OCO2	-7%	2%
Cc1cc(S(=O)(=O)NCCc2ccccc2)c(C)s1	0%	-8%
COC(=O)Nc1nc2c(s1)CCCC2	1%	6%
Nc1nc(SCC(=O)NCCCN2CCOCC2)nc2sc3c(c12)CCC3	?	-11%
Cc1ccc(N2C(=O)c3ccccc3C2=O)cc1C	7%	0%
Cc1cc(C(=O)N2CCN(Cc3ccc4c(c3)OCO4)CC2)cs1	5%	1%
O=C1Nc2ccc(Br)cc2C1(O)Cc1ccccn1 (centres undefined)	1%	-1%
CCn1c(C(=O)NCCCc2ccccc2)cc2sccc21	-6%	20µM*
O=C(NCCN1CCOCC1)c1ccc(-n2c(=O)c(=O)[nH]c3ccccc32)cc1	-11%	-7%
CCCCNCCOCCOc1ccc(F)cc1	-1%	-15%
CC1=C(C(=O)Nc2ccccn2)C(c2ccccc2)n2ncnc2N1 (centres undefined)	2%	?
CCCc1cc(C(=O)Nc2nnc(C)s2)cs1	5%	3%
O=C(CCCn1ncn2c(cc3occc32)c1=O)N1CCc2ccccc2C1	-13%	-15%
C(=N\c1nccs1)/c1cccnc1	?	-26%
O=C(c1cnc2ccccn2c1=O)N1CCCc2ccccc21	-7%	-11%
O=C(Cn1ncn2cccc2c1=O)N1CCCCC1	4%	-1%
COC(=O)Cn1ncn2cccc2c1=O	1%	-11%
Cc1cn(S(=O)(=O)c2ccc(Br)c3ccccc23)cn1	4%	0%
COc1ccc(OC)c(S(=O)(=O)NCC2CCCO2)c1 (centres undefined)	-10%	-1%
C(=N\n1cnnc1SCc1ccccc1)/c1ccco1	?	?
C[C@H]([C@@H](N)C(=O)N[C@@H](C(=O)O)[C@@H]1O[C@H](n2ccc(=O)[nH]c2=O)[C@@H](O)[C@H]1O)[C@@H](O)c1ccc(O)cn1	-9%	1%
CCOc1ccccc1NC(=O)CSc1nnc(-c2ccco2)o1	?	-3%
COc1cccc(/C=N/NC(=O)c2cc(-c3ccc(C)cc3)n[nH]2)c1O	-11%	0%
COc1ccc(NC(=O)CCn2cccc2)cc1	0%	1%
CCn1cc(C2=NOC(C(=O)O)C2)c(C)n1 (centres undefined)	1%	4%
CCOC(=O)c1[nH]c2ccc(OC)cc2c1NC(=O)c1ccc2c(c1)OCO2	6%	-18%
Cc1ccc(-c2nn(C)c(=O)c3ccccc23)cc1CNC(=O)c1ccco1	0%	-11%
CCn1ncc(C2=NOC(C(=O)Nc3ccc4c(c3)OCO4)C2)c1C (centres undefined)	-16%	-3%
Cc1ccc(-n2nnc3c(SCC(=O)N4CCN(c5ccccc5)CC4)ncnc32)cc1	17%	2%
Cc1ccc(S(=O)(=O)N(CC(=O)O)c2cccc(Cl)c2)cc1	-4%	5%
COc1ccc(C2(C(N)=O)CCCCC2)cc1OC	1%	-3%
CSc1nnc(-c2ccccc2)n1N	-4%	2%

Continuation:
SMILES	HADH2 inh	15-hLO inh
Nc1nc(-n2cnnc2)nn1-c1ccccc1	4%	6%
O=C(CCn1cccc1)NCc1ccccc1	6%	-5%
CCOC(=O)C1CCN(C(=O)Cc2ccc(OC)c(OC)c2)CC1	0%	2%
COC(=O)CCC(=O)Nc1cccc2c(NC(=O)CCC(=O)OC)cccc12	-15%	1%
COC(=O)c1cc(C(=O)CSc2nc(C)cc(C)n2)ccc1O	?	-29%
C#CC(CC)(CC)NC(=O)c1c(C)noc1C	1%	14%
CSc1nc2sc3c(c2c(=O)[nH]1)CCCC3	-4%	-3%
Clc1ccccc1C1SCC2Nc3ccccc3CN21 (centres undefined)	-8%	-10%
O=C(CCCNS(=O)(=O)c1ccccc1)NCc1ccco1	5%	0%
c1ccc(-c2noc(-c3cccs3)n2)nc1	-1%	-3%
CC(=O)Nc1cccc(NC(=O)c2oc3ccccc3c2C)c1	1%	-5%
O=C(O)CCCNC(=O)c1cncc(Br)c1	2%	6%
COc1ccccc1N1C(=O)CC(Sc2nc(C)cc(C)n2)C1=O (centres undefined)	-21%	-3%
COc1ccc(OC)c(C2=Nn3c(nnc3-c3ccncc3)SC2)c1	-10%	-6%
CCOC(=O)c1oc2ccc3c(c2c1C)C(=O)CC1(CCN(C(=O)OCC)CC1)O3	-12%	-10%
CN1CCC(CNC(=O)c2ccc(-n3c(=O)c(=O)[nH]c4ccccc43)cc2)CC1	0%	-8%
O=C(CCn1cccc1)Nc1cccc(F)c1	-5%	9%
O=S(=O)(c1cccs1)n1cnc2ccccc21	-11%	-5%
CSc1nnc2c(n1)OC(c1ccsc1)N(C(C)=O)c1ccccc1-2 (centres undefined)	3%	0%
COc1ccc(CNC(=O)C2CCN(C(=O)N3CCOc4ccc(C)cc43)CC2)cc1	2%	1%

Laid out differently: results already given.
Molecule | HADH2 inh | 15-hLO inh
CN1CCC(CNC(=O)c2ccc(-n3c(=O)c(=O)[nH]c4ccccc43)cc2)CC1 | 0% | -8%
O=C(CCn1cccc1)Nc1cccc(F)c1 | -5% | 9%

The listing continues.
SMILES	HADH2 inh	15-hLO inh
COc1ccc(NC(=O)Nc2cccc(OC)c2)cc1	5%	-3%
CCc1nn(C(C)C(=O)N2CCN(Cc3ccccc3)CC2)c(=O)c2cc3occc3n12 (centres undefined)	-7%	3%
O=c1c2ccccc2nc2n1CCN2Cc1ccc(Cl)cc1	32µM*	-5%
O=C(NCc1ccco1)c1ccc(Br)s1	-8%	-2%
COc1ccc(S(=O)(=O)N(CC(=O)O)Cc2ccccc2)cc1OC	1%	-1%
O=C(CN1C(=O)CCSc2ccccc21)Nc1ccc(F)cc1	2%	-3%
COc1ccc(-n2ncc3c(NCc4ccccn4)ncnc32)cc1	?	2%
Cc1ccc(C(=O)Nc2ccccc2N2CCOCC2)c(C)c1	6%	-8%
Cc1c2cnn(-c3ccccc3)c(=O)c2c(C)n1CCCC(=O)N1CCN(c2ncccn2)CC1	-5%	-3%
Cc1ccc(NC(=O)CCn2cccc2)cc1Cl	9%	3%
CCCCNC(=O)OC(C)CNC(=O)Oc1cccc(C)c1 (centres undefined)	5%	13%
O=C(NC1=NCCS1)c1csc2ccccc12	?	0%
COC(=O)c1cccc(NC(=O)C2COc3ccccc3O2)c1C (centres undefined)	11%	-5%
COc1ccc(C2/C(=C(/O)c3ccc(C)cc3)C(=O)C(=O)N2C)cc1 (centres undefined)	-13%	25%
Cc1ccc(S(=O)(=O)C2(S(=O)(=O)c3ccc(C)cc3)CCCC2)cc1	3%	-9%
Cc1ccc(-n2nnc3c(SCC(=O)NCC4CCCO4)ncnc32)cc1 (centres undefined)	9%	-3%
COC(=O)Cn1ncc2c3ccccc3n(C)c2c1=O	-11%	1%
Cc1ccc(-c2nc(=S)c3c(n2Cc2ccco2)CCCC3)cc1	-29%	-5%
CCOC(=O)c1c(N)sc(C(=O)N2CCCC(C(N)=O)C2)c1C (centres undefined)	0%	5%
O=C(CSc1nnc(-c2ccccc2)o1)OCc1ccccc1	-8%	-3%
Cn1c(C(=O)NCC2CCCO2)cc2oc3ccccc3c21 (centres undefined)	4%	1%
O=C(Nc1ccc(-c2nnc(-c3ccccc3)o2)cc1)C(F)(F)F	13%	14%
COc1ccc(N2CCN(CCCNC(=O)c3cc4sccc4n3C)CC2)cc1	3%	-9%
CCCCNC(=O)NC1C(NC(=O)NCCCC)N(C)C(=O)N1C (centres undefined)	3%	2%
O=C(Nc1nc(-c2ccccc2)cs1)c1ccc(Br)o1	?	?
O=C(Cc1coc(-c2ccc(F)cc2)n1)NC1CCCCC1	8%	0%
CCOC(=O)c1ccc(NC(=O)CCc2ccc(C)o2)cc1	-7%	1%
CCCCCCOc1ccc(N2C(=O)CC(N3CCC(C(=O)OCC)CC3)C2=O)cc1 (centres undefined)	-1%	-1%
CC(NC(=O)C1CCC1)c1ccc2c(c1)OCO2 (centres undefined)	-1%	2%
CCOc1ccccc1N1CCN(Cc2cccc(OC)c2OC)CC1	0%	-18%
CCc1cc2c(N3CCN(c4ccccc4)CC3)ncnc2s1	4%	-21%
CC1(C)Cc2ccccc2-c2nnc(-c3ccccc3)n21	-11%	3%
COc1ccc(C2(C(=O)N3CCCC3)CCOCC2)cc1OC	10%	-6%
CCCCn1c(=NC(C)=O)c(C#N)cc2c(=O)n3cccc(C)c3nc21	312%[activator]	1%
O=C(O)c1ccc(-c2ccco2)n1Cc1ccccc1	43%[activator]	-10%
CCN(CC)CCCNC(=O)c1ccc(-n2c(=O)c(=O)[nH]c3ccccc32)cc1	-3%	0%
CCN(CC)C(=O)C1CCCN(Cc2ccc(OC)c(C)c2)C1 (centres undefined)	1%	-11%
Cc1ccc(C2CC(=O)NC(SCc3ccccc3)=C2C#N)o1 (centres undefined)	-11%	-18%
CCOc1ccc(OCC)c(S(=O)(=O)NCc2cccnc2)c1	-4%	6%
O=C1CC(NCCN2CCOCC2)C(=O)N1Cc1ccc(N2CCCC2=O)cc1 (centres undefined)	-9%	4%
CC1CC(=O)N(CC(=O)NCc2ccco2)c2ccccc2S1 (centres undefined)	0%	2%

Structural class: those above with a halogen (17)
SMILES	HADH2 inh	15-hLO inh
O=C(Nc1ccc(Cl)cc1)N1CCN(c2ccc3nnc(-c4ccc(F)cc4)n3n2)CC1	-28%	-26%
O=S1(=O)CC(O)C(Nc2ccccc2Cl)C1 (centres undefined)	10%	-1%
N#Cc1nc(-c2cccs2)oc1NCc1ccc(Cl)cc1	?	-21%
O=C1Nc2ccc(Br)cc2C1(O)Cc1ccccn1 (centres undefined)	1%	-1%
CCCCNCCOCCOc1ccc(F)cc1	-1%	-15%
Cc1cn(S(=O)(=O)c2ccc(Br)c3ccccc23)cn1	4%	0%
Cc1ccc(S(=O)(=O)N(CC(=O)O)c2cccc(Cl)c2)cc1	-4%	5%
Clc1ccccc1C1SCC2Nc3ccccc3CN21 (centres undefined)	-8%	-10%
O=C(O)CCCNC(=O)c1cncc(Br)c1	2%	6%
O=C(CCn1cccc1)Nc1cccc(F)c1	-5%	9%
O=c1c2ccccc2nc2n1CCN2Cc1ccc(Cl)cc1	32µM*	-5%
O=C(NCc1ccco1)c1ccc(Br)s1	-8%	-2%
O=C(CN1C(=O)CCSc2ccccc21)Nc1ccc(F)cc1	2%	-3%
Cc1ccc(NC(=O)CCn2cccc2)cc1Cl	9%	3%
O=C(Nc1ccc(-c2nnc(-c3ccccc3)o2)cc1)C(F)(F)F	13%	14%
O=C(Nc1nc(-c2ccccc2)cs1)c1ccc(Br)o1	?	?
O=C(Cc1coc(-c2ccc(F)cc2)n1)NC1CCCCC1	8%	0%

This is a subset. The share of hits here may be higher or lower than overall.
